ELG1 genotox – qHTS screen for small molecules that induce genotoxicity in human embryonic kidney (HEK293T) cells expressing luciferase-tagged ELG1; HEK293T ELG1-luciferase reporter, luminescence, 16 h; Potency, µM (doses to about 46 µM), for the others: at the highest dose activity change, positive = activation, actives largely listed as activators; actives 1.3% (n = 330,000); AID 504466, 2011; note: potency is the fitted concentration of half-maximal effect; % of control where 0% means no effect; nearly all actives have a fitted effect of over 60% in size
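16 hr compound incubation (37 °C, 5% CO2) of HEK293T cells carrying luciferase-tagged ELG1; luciferase then measured by ONE-Glo luminescence after 30 min at RT.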
Rab9 promoter act – qHTS Assay for Rab9 Promoter Activators; Huh7 Rab9 promoter-luciferase reporter, luminescence, 24 h; Potency, µM (top dose mostly 9.22 µM), inactives show at the highest dose activation, negative = inhibition, usual class: activators; actives 2.8% (n = 320,000); note: potency is the fitted concentration of half-maximal effect; % of control where 0% means no effect; nearly all actives have a fitted effect of over 60% in size
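Cells were plated at 1500 per well in reduced-serum medium with 10% FBS and left 2 h. Compound in DMSO was then added for 24 h at 37 °C. Reporter signal was read by luminescence after 10 min with luciferase detection reagent.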
PKM2 activator – qHTS Assay for Activators of Human Muscle isoform 2 Pyruvate Kinase; Pyruvate kinase PKM (Homo sapiens), P14618; purified PKM2, Kinase-Glo ATP luminescence, activation; response scale: 0% is enzyme alone, no compound; actives 0.34% (n = 260,000); Potency, µM (series often up to 57.5 µM), for the others: at the highest dose activation, hits mostly activators; note: potency is the fitted concentration of half-maximal effect; % is set by controls: 0 for no effect and ±100 for the full control effect; nearly all actives have a fitted effect of over 55% in size
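Purified hPK-M2 (>95%) run at intermediate activity with 0.1 mM ADP and 0.5 mM PEP in 50 mM imidazole pH 7.2, KCl, MgCl2; 1 h room temperature. ATP formed read by Kinase-Glo luminescence; normalized to uninhibited and no-enzyme controls.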
Giardia kill – Small Molecules that selectively kill Giardia lamblia: qHTS; Giardia lamblia trophozoite viability; activity change, % at 7.66 µM, hits read low; AID 540267, 2011; actives 0.15% (n = 340,000); in the data active = activity change below about -80%; inconclusive = between about -30% and that limit;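 note: parasites exposed to compound for two days anaerobically before the ATP read; % is set by controls: 0 for no effect and ±100 for the full control effect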
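Luminescence from cellular ATP indicates surviving trophozoites (100 cells/well) following 48 hrs anaerobic compound treatment at 37 deg C; signal develops 15-30 min at room temperature.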
BRCA1 expr up – qHTS Assay to Identify Small Molecule Activators of BRCA1 Expression; MCF7-BRCA1-FFLuc reporter, luminescence, 48 h; response scale: scaled: vehicle 0%, 10 µM genistein 100%; Potency, µM (doses to about 46.1 µM), without a hit: at the highest dose activation, hits mostly activators; actives 1.1% (n = 380,000); AID 624202, 2012; note: potency is the fitted concentration of half-maximal effect; nearly all actives have a fitted effect of over 80% in size; some results filed as inactive show a strong effect at the top dose
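48 h compound treatment of MCF7-BRCA1-FFLuc cells (phenol-red free MEM, 37 °C), then 15 min with luciferase substrate and luminescence imaging.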
FLuc modulator – qHTS profiling assay for firefly luciferase inhibitor/activator using purifed enzyme and Km concentrations of substrates (counterscreen for miR-21 project) | Luciferin 4-monooxygenase (Photinus pyralis), P08659 | purified FLuc, Km substrates, luminescence inhibition | Potency, µM (titrated, usually from 57.5 µM), for inactives: at the top dose activity change, negative = inhibition, actives largely listed as inhibitors | actives 6.9% (n = 360,000);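 note: potency is the fitted concentration of half-maximal effect; plate controls were vehicle for no effect and reference inhibitor for full effect; nearly all actives have a fitted effect of over 55% in size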
Target sequence (P08659 whole entry, looked up): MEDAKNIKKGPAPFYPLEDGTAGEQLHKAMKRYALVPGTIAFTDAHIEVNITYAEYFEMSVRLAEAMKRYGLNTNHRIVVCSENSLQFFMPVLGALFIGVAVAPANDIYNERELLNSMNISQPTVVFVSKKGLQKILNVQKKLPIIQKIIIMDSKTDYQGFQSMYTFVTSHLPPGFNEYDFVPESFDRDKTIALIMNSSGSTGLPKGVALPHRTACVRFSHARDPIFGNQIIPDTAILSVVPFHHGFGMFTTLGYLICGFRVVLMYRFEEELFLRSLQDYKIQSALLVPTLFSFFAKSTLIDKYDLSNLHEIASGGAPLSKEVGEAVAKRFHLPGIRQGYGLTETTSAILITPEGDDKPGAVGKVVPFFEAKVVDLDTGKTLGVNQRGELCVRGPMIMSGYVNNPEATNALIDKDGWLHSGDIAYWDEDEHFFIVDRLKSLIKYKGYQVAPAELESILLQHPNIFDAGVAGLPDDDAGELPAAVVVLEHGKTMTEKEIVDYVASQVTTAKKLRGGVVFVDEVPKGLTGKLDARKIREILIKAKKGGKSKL
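Purified P. pyralis luciferase, 10 nM final, with Km-level 10 uM D-luciferin and 10 uM ATP in 50 mM Tris acetate pH 7.5, 10 mM Mg acetate, 0.01% Tween-20, 0.05% BSA; 6-point qHTS titration about 60 µM downward; luminescence read.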
Menin-MLL TR inh – qHTS Assay for Inhibitors Targeting the Menin-MLL Interaction in MLL Related Leukemias: Competition With Texas Red Labeled MLL-derived Mutant Peptide; AID 1768, 2009; Potency, µM (top dose mostly 61.6 µM), without a hit: at the top dose FP activity change, negative = inhibition, actives largely listed as inhibitors; actives 0.23% (n = 270,000); O00255; Menin + Texas Red MLL mutant peptide, fluorescence polarization; active = well fitted inhibition curve with a large enough effect in the polarisation, with a control signal flat, not every such curve was filed as active; inconclusive = small, poorly fitted or top-dose-only effect, or effect the other way, or a change in a side signal; inactive = no such curve, though single readings can be large or run the other way; the % refers to the polarisation; note: potency is the fitted concentration of half-maximal effect; % of control where 0% means no effect; many of its hits are not listed in these tables
p53 reactivation – qHTS assay for re-activators of p53 using a Luc reporter | H1299 p53-A138V BP100-luciferase reporter, luminescence, 24 h | Potency, µM (top dose mostly 92.2 µM), inactives show top-dose activity change, positive = activation, most hits filed as activators | actives 0.063% (n = 320,000) | AID 504706, 2011; note: potency is the fitted concentration of half-maximal effect; % of control where 0% means no effect; nearly all actives have a fitted effect of over 45% in size
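p53-null H1299 cells stably carrying temperature-sensitive p53-A138V and a BP100-luciferase reporter were pinned with compounds (4-point, 1:5 series) and held 24 hrs at 37 deg C. Luminescence was read 10 min after detection reagent.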
NPC1 promoter act – qHTS Assay for NPC1 Promoter Activators | Huh7 NPC1 promoter luciferase reporter, 24 h | Potency, µM (doses to about 9.22 µM), inactives show top-dose activation, most hits filed as activators | actives 2.4% (n = 320,000) | AID 485313, 2010;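 note: potency is the fitted concentration of half-maximal effect; % of control where 0% means no effect; nearly all actives have a fitted effect of over 60% in size; reporter is driven by a mutant NPC1 promoter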
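Luminescence from an NPC1 promoter-driven luciferase reporter in stably transfected Huh7 cells was measured after 24 h compound treatment at 37 °C, followed by 10 min ambient incubation with luciferase detection reagent.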
Gal4-VP16 FLuc – VP16 counterscreen qHTS for inhibitors of ROR gamma transcriptional activity; Drosophila S2 Gal4-VP16 UAS-luciferase, luminescence, 20 h; Potency, µM (top dose mostly 53.6 µM), for the others: top-dose activity, negative = inhibition, hits mostly inhibitors; actives 3.5% (n = 310,000);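 note: Gal4-VP16 expression switched on by copper sulfate through the metallothionein promoter; potency is the fitted concentration of half-maximal effect; % is set by controls: 0 for no effect and ±100 for the full control effect; nearly all actives have a fitted effect of over 50% in size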
RORgamma inh – qHTS for inhibitors of ROR gamma transcriptional activity | Nuclear receptor ROR-gamma (Mus musculus), P51450 | Drosophila S2 Gal4-RORgamma UAS-luciferase reporter, 20 h | Potency, µM (top dose mostly 53.6 µM), for inactives: top-dose activity change, negative = inhibition, actives largely listed as inhibitors | actives 5.4% (n = 310,000) | AID 2551, 2010; note: potency is the fitted concentration of half-maximal effect; % is set by controls: 0 for no effect and ±100 for the full control effect; nearly all actives have a fitted effect of over 60% in size
Target sequence (P51450 whole entry, looked up, the tested form may be a part): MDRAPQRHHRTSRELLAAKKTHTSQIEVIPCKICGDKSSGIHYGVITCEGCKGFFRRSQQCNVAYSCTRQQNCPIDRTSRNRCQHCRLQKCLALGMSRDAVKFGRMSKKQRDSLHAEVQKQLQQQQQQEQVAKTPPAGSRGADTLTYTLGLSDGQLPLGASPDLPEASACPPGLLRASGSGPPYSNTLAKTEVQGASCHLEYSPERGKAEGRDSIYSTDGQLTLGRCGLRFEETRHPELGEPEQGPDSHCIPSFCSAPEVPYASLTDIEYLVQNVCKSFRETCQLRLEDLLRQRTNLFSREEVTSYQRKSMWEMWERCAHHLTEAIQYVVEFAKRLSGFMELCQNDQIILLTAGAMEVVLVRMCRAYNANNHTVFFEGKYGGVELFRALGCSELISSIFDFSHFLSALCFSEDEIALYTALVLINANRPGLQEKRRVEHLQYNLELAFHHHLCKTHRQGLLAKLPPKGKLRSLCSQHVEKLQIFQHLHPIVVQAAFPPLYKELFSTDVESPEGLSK
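Read-out: Photinus luciferase luminescence; inhibitors lower reporter signal. Insect Schneider cells with Gal4-ROR gamma fusion under metallothionein promoter, UAS reporter; 700 uM final copper sulfate induction, 20 hr, ambient temperature.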
* marks the source's active call; other numbers are inactive results; u = inconclusive; x = not tested or not shown; [ ] = dose if it differs, or a comment. Unless noted, calls come from the whole dose curve; as a rule, active = well fitted curve in the direction sought with a large enough effect; inconclusive = small, poorly fitted or top-dose-only effect, or another doubt; inactive = no such curve, though single readings can be large; an effect the other way counts as inactive or inconclusive. These rows are one share of the data; count on the stated rates, not on these rows.

SMILES	ELG1 genotox	Rab9 promoter act	PKM2 activator	Giardia kill	BRCA1 expr up	FLuc modulator	Menin-MLL TR inh	p53 reactivation	NPC1 promoter act	Gal4-VP16 FLuc	RORgamma inh
CCC(C)N(C(=O)COc1ccc(-c2nnco2)cc1)C1CCS(=O)(=O)C1 (configuration not stated)	1%	0%	x	29	-2%	0%	x	9%	-4%	x	x
Cc1ccc(-c2nc3cc(Cl)ccc3o2)cc1	u	16%	9%	-20	u	0.34µM*	x	u	17%	-5%	4%
CN(C)CCCNC(=O)c1cc(Br)ccc1O	-1%	-1%	0%	-6	-12%	-2%	x	1%	12%	8%	2%
COCCCNCC(O)C(F)(F)F (configuration not stated)	0%	5%	0%	18	0%	4%	12%	-10%	0%	0%	-14%
O=C(NCc1csc2ccccc12)Nc1cc(Cl)cc(Cl)c1	-16%	2%	-1%	-11	-47%	-2%	x	-6%	3%	-8%	u
COc1ccc(C)cc1S(=O)(=O)Nc1cc(Cl)ccc1Cl	1%	-2%	2%	-1	-17%	6%	32%[activator]	-4%	-1%	5%	u
CC(=O)Nc1ccc(NC(=O)C(NS(=O)(=O)c2cccc3nsnc23)C(C)C)cc1 (configuration not stated)	0%	-2%	x	-8	-7%	0%	x	-1%	-3%	0%	-6%
CCOC(=O)c1c(NC(=O)CN2C(=O)NC3(CCCCC3C)C2=O)sc(C)c1CC (configuration not stated)	u	-5%	x	7	-45%	-2%	x	-9%	-5%	x	x
Cc1cccc(NC(=O)c2cc([N+](=O)[O-])ccc2NCC2CCCO2)n1 (configuration not stated)	-16%	-9%	u	-2	-35%	-2%	-1%	-3%	-2%	1%	28%
CCC1CCCCN1CCNC(=O)CNS(=O)(=O)c1ccc2nc(C)sc2c1 (configuration not stated)	0%	4%	1%	17	15%	-2%	u	-2%	1%	3%	12%
Cc1ccc(-n2ncc3c(=O)n(CC(=O)NC4CCCCC4)cnc32)cc1	-1%	9%	-7%	0	17%	u	9%	22%	-1%	11%	21%
CCOC(=O)C1=C(C)N(CCCCCC(=O)O)C(=O)NC1c1ccc(Cl)cc1 (configuration not stated)	1%	-2%	-1%	8	-2%	0%	-14%	x	1%	5%	0%
COc1ccc(CN(C)Cc2nc3scc(-c4ccccc4)c3c(=O)[nH]2)cc1OC	-7%	-2%	3%	-18	-30%	3%	-19%	-4%	-2%	2.5µM*	1.4µM*
COc1ccc(CNc2nc3ccccc3s2)cc1OC	u	u	0%	1	99%	24µM*	7%	11%	u	u	-22%
CCN(CC)S(=O)(=O)c1ccc(C(=O)NCc2ccc(C)cc2)cc1	-1%	3%	2%	-5	0%	7%	-1%	-11%	-3%	-6%	19%
O=C(NCc1ccco1)c1cc(NS(=O)(=O)c2cccc([N+](=O)[O-])c2)ccc1O	-4%	2%	4%	37[activator]	-15%	u	u	-1%	1%	-3%	42%
O=C1CC(c2ccc(Cl)cc2)n2nc(N3C(=O)CCC3=O)nc2N1 (configuration not stated)	1%	2%	0%	-9	12%	2%	6%	u	-3%	-4%	6%
CC(C)(C)c1ccc(C(=O)O/N=C(\N)c2ccccn2)cc1	-5%	-24%	x	u	-98%	0.24µM*	-5%	-7%	-25%	5µM*	0.16µM*
Cc1cc(NC(=O)CN(C)S(=O)(=O)c2ccc(-c3ccc(=O)[nH]n3)s2)ccc1Br	17%	-6%	x	-11	-43%	0%	-26%	12%	-8%	u	13µM*
CSCC[C@H](NC(=O)NCc1cccs1)C(=O)O	3%	12%	12%	-11	-13%	-1%	1%	6%	4%	-12%	7%
COc1cc(OC)c(C(=O)OCC(=O)N2CCOCC2)cc1OC	10%	4%	-2%	4	-6%	3%	0%	8%	-1%	2%	-8%
Cc1ccc(CNC(=O)[C@H](Cc2ccccc2)NC(=O)C2CCNCC2)cc1	3%	-2%	1%	-15	-1%	2%	5%	x	0%	1%	-21%
CCOc1ccc(CCNC(=O)C2CCCN(c3ncnc4c3nc3n4CCCCC3)C2)cc1 (configuration not stated)	-12%	0%	x	-26	2%	5%	-23%	-2%	-3%	26%	0%
O=C(Nc1nc2ccc(S(=O)(=O)N3CCCC3)cc2s1)c1ccco1	2%	9%	-11%	13	78%	u	-3%	26%	3%	0%	-1%
O=C(OCC(=O)N1CCCC1=O)c1cc2ccccc2o1	1%	-4%	x	15	3%	x	x	6%	1%	x	x
Cc1cccc(Nc2nc(N)c([N+](=O)[O-])c(N3CCN(C)CC3)n2)c1	1%	-3%	-3%	35[activator]	6%	1%	8%	-13%	2%	3%	89%
CC(=O)Nc1cc2c(cc1NC(=O)Cn1nc(-c3ccc(F)cc3)ccc1=O)OCCO2	3%	-1%	2%	3	-16%	1%	u	0%	-3%	-8%	u
O=C(Nc1ccc2c(c1)OCCO2)c1cc(-n2cnnc2)ccc1Cl	3%	-2%	-8%	-3	2%	-14%	5%	4%	1%	7%	13%
Nc1nc(N)c(N=O)c(OCC2CCCCC2)n1	18µM*	-15%[46.1 µM]	1%	-6	-31%	u	u	x	0%[46.1 µM]	u	u
COc1cccc(NC(=S)N2CCN(c3ccccn3)CC2)c1	-2%	-8%	-2%	-2	0%	-20%	1%	7%	0%	-5%	u
O=C(NCc1ccccc1)c1ccc2nccnc2c1	-4%	4%	-1%	-6	12%	0%	1%	3%	-3%	-4%	8%
S=C(NCc1ccccn1)Nc1ccccc1	-1%	-3%	-2%	14	15%	4%	8%	11%	-5%	u	14µM*
CC1(C)CC(=O)C2=C(C1)OC(N)=C(C#N)C2c1ccc(OC(=O)N2CCOCC2)cc1 (configuration not stated)	0%	-2%	-5%	20	3%	0%	-10%	-1%	9%	-11%	-2%
Cn1cccc1CC(=O)N/N=C/C(Cl)=C/c1ccccc1	11%	-4%	4%	1	19%	u	-9%	30%	-2%	-6%	-5%
Cc1cc(C=O)c(C)n1-c1ccc(Oc2ccc([N+](=O)[O-])cn2)cc1	-5%	1%	3%	-17	8%	-2%	-11%	-9%	-1%	u	1%
COc1ccc(-c2oc3ccc(-c4cc(OC)c(OC)c(OC)c4)cc3c2-c2ccc(OC)nc2)cc1	-6%	-3%	1%	5	-28%	6%	u	10%	-7%	11%	14%
CCOC(=O)N1CCN(Cc2ccc3ccccc3c2)CC1	-2%	-2%	4%	6	11%	1%	-17%	-7%	-1%	5%	11%
Cc1ccc(S(=O)(=O)N2CCN(C3CC4CCC3C4)CC2)cc1 (configuration not stated)	-7%	1%	x	-12	-32%	0%	u	2%	1%	14%	0%
COC(=O)/C(C#N)=C/c1ccc(C)o1	3%	2%	3%	-2	20%	1%	-5%	-2%	-1%	24%	-3%
FC(F)(F)c1cnc(C(c2ccccc2)c2ncn[nH]2)c(Cl)c1 (configuration not stated)	1%	-3%	-4%	26	-3%	1%	1%	-6%	-1%	7%	-5%
COc1ccc(NS(=O)(=O)c2cccc(C(=O)NCC3(N4CCCCC4)CCCCC3)c2)cc1	2%	-6%	x	-3	-21%	0%	x	-5%	-3%	x	x
Cc1ccc(C)c(N2C(=N)S/C(=C\c3ccc(-c4ccccc4C(=O)O)o3)C2=O)c1	2%	-2%	2%	-1	0%	u	u	1%	2%	0%	18%
COc1ccccc1C1C(C#N)=C(N)Oc2cc(C)n(Cc3ccccn3)c(=O)c21 (configuration not stated)	-2%	4%	5%	-8	0%	-2%	-5%	1%	0%	-4%	5%
CCN(CC(=O)Nc1ccc(NC(C)=O)cc1)CC(=O)Nc1ccc(Cl)c(Cl)c1	-5%	-3%	x	4	-8%	4%	17%	4%	-2%	-4%	8%
O=C(CC(=O)N/N=C/c1ccc(F)cc1)N/N=C/c1ccc(F)cc1	-4%	2%	4%	27	18%	15µM*	x	3%	1%	2%	44%
